Compound activity from PubChem BioAssay.
Giardia FBPA inh: Giardia lamblia aldolase inhibition. A8B2U2. purified Giardia FBPA. Potency, µM (highest dose often 59.6 µM), for the others: top-dose activity, negative = inhibition, actives largely listed as inhibitors. hit rate 0.71% among 290,000. AID 2451; note: potency is the fitted concentration of half-maximal effect; % is set by controls: 0 for no effect and ±100 for the full control effect; nearly all actives have a fitted effect of over 55% in size
Target sequence (A8B2U2 whole entry, looked up): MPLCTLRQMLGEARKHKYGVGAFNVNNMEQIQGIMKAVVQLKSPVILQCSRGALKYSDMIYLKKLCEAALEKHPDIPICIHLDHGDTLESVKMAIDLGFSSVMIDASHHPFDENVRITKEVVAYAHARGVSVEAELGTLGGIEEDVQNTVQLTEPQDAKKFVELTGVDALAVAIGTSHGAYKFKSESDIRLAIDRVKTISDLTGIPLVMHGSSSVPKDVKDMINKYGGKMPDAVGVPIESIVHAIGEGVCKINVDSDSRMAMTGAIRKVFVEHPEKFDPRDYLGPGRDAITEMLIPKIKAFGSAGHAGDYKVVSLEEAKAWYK
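40 nM FBPA preincubated 10 min at RT with compound (up to 57.5 uM final), then substrate plus GAPDH/TPI/NAD/arsenate coupling and diaphorase/resazurin added. Fluorescence read after 20 min at RT, 525/598 nm.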
HCV inh: inhibitors of hepatitis C virus infection. Huh7.5.1 HCVcc-Cre infection, luciferase reporter, 44 h. hit rate 3.4% among 340,000. Potency, µM (highest dose often 41.8 µM), for inactives: top-dose activity change, negative = inhibition, usual class: inhibitors; note: potency is the fitted concentration of half-maximal effect; % is set by controls: 0 for no effect and ±100 for the full control effect
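Compounds are dispensed onto cells plated 4 h earlier at 1,000 per well, with HCVcc-Cre virus (about 0.5 moi) added next. Following 44 h of culture, luminescent signal is measured for 15 sec after 15 min with substrate at room temperature.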
Shiga inhibitor: blocks Shiga toxin action in Vero cells; hit rate 9.2% among 290,000; inhibition, % at 38.7 µM; Vero cells, Shiga toxin protein synthesis inhibition reporter; in the data active = inhibition mostly above about 28%, no sharp cut-off; inactive = mostly below about 43%; note: 0% is about no effect
Pf growth 96h: P. falciparum growth inhibition at 96 hour, primary screen for plastid delayed-death inhibitors | P. falciparum luciferase reporter growth, 96 h | Potency, µM (top dose mostly 28.7 µM), inactives show at the top dose activity change, negative = inhibition, actives largely listed as inhibitors | hit rate 6.9% among 320,000; note: potency is the fitted concentration of half-maximal effect; % is set by controls: 0 for no effect and ±100 for the full control effect
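P. falciparum expressing integrated firefly luciferase, in erythrocytes at 2% hematocrit, 0.05% parasitemia, incubated with compounds 96 h at 37 C, 5% CO2. Growth inhibition read as loss of luminescence; two-generation exposure targets delayed-death apicoplast inhibitors.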
Pf growth 48h: inhibits P. falciparum growth in the first generation, 48 h | Potency, µM (series often up to 28.7 µM), for the others: at the top dose activity change, negative = inhibition, actives largely listed as inhibitors | P. falciparum luciferase growth in erythrocytes, 48 h | hit rate 5.9% among 310,000; note: potency is the fitted concentration of half-maximal effect; % is set by controls: 0 for no effect and ±100 for the full control effect
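Here the parasites carry a stable luciferase gene and grow inside erythrocytes in Albumax-based RPMI medium with compound for one erythrocytic cycle. Activity is scored as loss of luminescent signal.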
Cycloheximide cs: counter-screen for Shiga toxin inhibitors: cycloheximide protein synthesis inhibition; cell reporter, cycloheximide protein synthesis inhibition counterscreen; max response, %; hit rate 12% among 300,000; in the data active = max response mostly above about 13%, no sharp cut-off; inactive = mostly below about 14%; note: read at 38.3 µM for the half of the compounds with a filed dose; 0% is about no effect
* = called active by the depositor; ? = inconclusive; / = no result given; & = joins results of further samples; [ ] = remark or other dose. Unless noted, calls come from the whole dose curve; as a rule, active = well fitted curve in the direction sought with a large enough effect; inconclusive = small, poorly fitted or top-dose-only effect, or another doubt; inactive = no such curve, though single readings can be large; an effect the other way counts as inactive or inconclusive. Hits appear at their usual frequency. About 24% of those tested had a hit in this group.

mol | Giardia FBPA inh | HCV inh | Shiga inhibitor | Pf growth 96h | Pf growth 48h | Cycloheximide cs
COc1ccc(N2CCN(S(=O)(=O)CCNC(=O)C(C)Oc3ccccc3)CC2)cc1 (stereo unspecified) | / | 6% | / | 3% | 2% | /
CC1CC(Nc2ccccc2)=CC(=O)O1 (stereo unspecified) | 1% | 20% | 18 | ? | / | -2
COc1ccc(C(=O)C2CCCN(Cc3cc(C)c(O)c(C)c3)C2)c(OC)c1 (stereo unspecified) | 9% | ? | 3 | ? | ? | 4
CCOC(=O)CC1(C)SC(NC(C)=O)=NN1C(C)=O (stereo unspecified) | 0% | 2% | 28 | 9% | ? | 8
CCOC(=O)c1c(-n2c(C)cc(C=C3C(=O)NC(=S)NC3=O)c2C)sc2c1CCCC2 | ? | ? | -1 | 12µM* | 12µM* | 7
O=C(CCn1nnnc1CN1CCOCC1)N1CCC(c2cccc(Cl)c2)C1 (stereo unspecified) | / | -3% | -6 | ? | 1% | 1
C=CCc1c(C)nc(SCc2ccccc2)[nH]c1=O | ? | 0% | 18 | -4% | 10% | 16*
COCc1cc(C)nc(SCC(=O)Nc2ccccc2C)c1C#N | 2% | -1% | -4 | ? | -11% | 2
COc1ccc(S(=O)(=O)N2CCc3ccccc32)cc1C(=O)OCC(=O)c1c(N)n(C)c(=O)n(C)c1=O | -8% | ? | 1 | -15% | 4.1µM* | -3
Cc1ccc(/C=N/n2c(C)nc3ccccc3c2=O)o1 | -5% | 30% | 1 | 38%[activator] | 0% | 5
O=C(NNC(=O)c1nn(-c2ccc(F)cc2)ccc1=O)c1ccccc1Cl | -12% | 8% | -4 | 86%[activator] | 52%[activator] | -2
CCNC(=S)N1CCN(CC(=O)Nc2ccc(OC)cc2)CC1 | 1% | 17% | -8 | 0% | -6% | -2
Cc1cc(C(=O)COC(=O)c2ccc(N)c([N+](=O)[O-])c2)c(C)n1Cc1ccc2c(c1)OCO2 | -7% | 13µM* | -7 | 7% | 3% | 1
O=C(O)C1CCCCN1S(=O)(=O)c1ccc2ccccc2c1 (stereo unspecified) | 9% | 5% | -4 | 4% | / | -3
CC(CCc1ccccc1)NS(=O)(=O)c1ccc(Cl)c(C(=O)O)c1 (stereo unspecified) | 17% | 20% | -6 | 29% | -3% | -9
CCNC(=S)Nc1ccc(Cc2ccncc2)cc1 | -1% | 2% | 24 | 19% | 32% | 0
CCN(c1ccccc1)c1nc2nonc2nc1NCCO | 5% | -15% | 20 | 16% | -7% | 1
CCOC(CNC(=O)CCc1c(C)nc2ncnn2c1C)OCC | 1% | 9% | 6 | 54%[activator] | 8% | -1
O=C(/C=C/c1ccc2c(c1)OCO2)c1cccnc1 | 5% | 18% | 29 | 5% | 6% | 22*
CCc1nnc(NC(=O)c2oc3cc(C)c(C)cc3c2C)s1 | 0% | -2% | 16 | 3% | 21% | -4
Cc1cc(-n2c(SCC(=O)NCCC3=CCCCC3)nc3n[nH]c(C)c3c2=N)ccc1Cl | 13% | ? | -3 | 4.7µM* | ? | 19
CCc1cccc(NC2c3ccccc3C(=O)N2c2ccc(C)cn2)c1 (stereo unspecified) | 0% | ? | 90* | ? | / | 41
CCc1cc(=O)oc2cc(C)c(CN3CCCC(C)C3)c(O)c12 (stereo unspecified) | -23% | ? | -12 | ? | 2.1µM* | 1
C[C@H](NC(=O)c1ccccc1Cl)C(=O)NCc1cccs1 | 1% | 7% | -4 | 7% | 17% | -1

Some of these compounds in order of molar mass, smallest number first:
mol | Giardia FBPA inh | HCV inh | Shiga inhibitor | Pf growth 96h | Pf growth 48h | Cycloheximide cs
O=C(/C=C/c1ccc2c(c1)OCO2)c1cccnc1 | 5% | 18% | 29 | 5% | 6% | 22*
CCN(c1ccccc1)c1nc2nonc2nc1NCCO | 5% | -15% | 20 | 16% | -7% | 1
CCOC(CNC(=O)CCc1c(C)nc2ncnn2c1C)OCC | 1% | 9% | 6 | 54%[activator] | 8% | -1

Next compounds follow:
mol | Giardia FBPA inh | HCV inh | Shiga inhibitor | Pf growth 96h | Pf growth 48h | Cycloheximide cs
COc1ccc(S(=O)(=O)Cc2ccc(C(=O)N3CCN(c4ccccc4)CC3)o2)cc1 | 0% | -15%&-7% | -7 | 1% | ? | -2
N#CNC(=Nc1ccc(Cl)cc1)Oc1ccccc1 | 4% | 2% | 37 | -7% | -10% | 8
c1ccc(CNc2ncnc3nc[nH]c23)nc1 | -1% | 12% | 4 | 0% | 11% | 0
COc1ccc(OP(=O)(Nc2ccccc2)Nc2ccccc2)cc1 | 0% | ? | 35 | / | -7% | -3
CN(C)CCCn1c(SCC(=O)N2CC(=O)Nc3ccccc32)nc2ccccc2c1=O | 3% | 5% | 2 | -25% | 184%[activator] | 12
COCCc1nnc(NC(=O)C23CC4CC(CC(C4)C2)C3)s1 | 11% | 31%[activator] | / | ? | 12% | -3
Cc1cccc(NC(=O)c2nc[nH]c2C(=O)N[C@@H](Cc2ccccc2)C(=O)OC(C)(C)C)c1 | ? | ? | -8 | 12µM* | ? | -4
CC(C)(C)c1ccc(C(=O)C2CCCN(Cc3ccon3)C2)cc1 (stereo unspecified) | -13% | -4% | 33* | ? | 69%[activator] | 22*
Cc1c(C(=O)N/N=C/C(C)C)[nH]c2c([N+](=O)[O-])cccc12 | -15% | ? | -1 | ? | ? | -4
O=C(c1cccc(C(F)(F)F)c1)C1CCCN(C(=O)CN2CCCC2=O)C1 (stereo unspecified) | 2% | 17% | 50 | 14% | 28% | 17*
Cc1cc(C)c[n+](CC(=O)c2cc3ccccc3oc2=O)c1 | -4% | 1% | -15 | 12% | 7% | -6
COc1ccc(-n2nnnc2SCC#CCO)cc1 | 0% | -25% | -20 | 0.47µM* | -6% | -1
CC(C)c1cc(NC(=O)CCl)on1 | -9% | -2% | 10 | ? | 3.3µM* | -1
CCOCCCNC(=S)N1CCN(c2nc(-c3ccc(F)cc3)cs2)CC1 | -8% | 11µM* | / | ? | 9.3µM* | 1
CCCn1c(CNc2ccc(Br)cc2)nc2ccccc21 | -13% | ? | 39 | 49%[activator] | / | 17*
C=CCOc1ccc(/C=C2\SC(=S)N(NS(=O)(=O)c3ccc(C)cc3)C2=O)cc1 | ? | 17% | -1 | 10% | 16% | -7
CCC(CC)C(=O)c1c[nH]c(C(=O)O)c1 | -5% | 12% | -4 | ? | 4% | -3
COc1ccc(NC(=S)Nc2ncccc2C)cc1OC | ? | -8% | 76* | -2% | 196%[activator] | 46*
CC(C)(C)c1ccc(C(=O)NCC(=O)NCc2ccccn2)cc1 | / | -3% | / | 37%[activator] | 35%[activator] | /
CC(C)Oc1nc(-c2ccccc2Cl)nc2ccccc12 | 2% | -20% | 4 | 18% | ? | -2
COc1cc2c(cc1OC)-c1cc(OCc3cccnc3)nc(=O)n1CC2 | 8% | -1%&3% | -13 | ? | 0% | -4
COc1ccc(Cc2nnc(SCC(=O)N3CCc4ccccc4C3)o2)cc1 | -22% | ? | -13 | 8% | -2% | -9
Cc1ccc(Oc2ncnc3sccc23)cc1 | -3% | 8% | 91* | 63%[activator] | 86%[activator] | 55*
COc1ccc(S(=O)(=O)/C(C#N)=C/Nc2cccc(OC)c2)cc1 | 13% | -2% | -9 | -15% | -14% | -3
Cc1cccc(CN2CC34C=CC(CC3S2(=O)=O)O4)c1 (stereo unspecified) | 8% | / | 38 | / | / | 27
Cn1c(NC(=O)CC2CCCCC2)cc(=O)n(C)c1=O | 4% | -15% | -4 | 33%[activator] | -2% | -2
O=C(CSc1nnc(NC(=O)c2ccccc2F)s1)NCC1CCCO1 (stereo unspecified) | / | 13% | 19* | 85%[activator] | 69%[activator] | 17*
CSc1ccc(C(=O)N2CCc3ccc(NC(=O)c4ccccn4)cc3C2)cc1 | / | ? | 107* | 15µM* | ? | 58*
C/C(=N\N=c1/scc(C)n1Cc1ccco1)c1cccc([N+](=O)[O-])c1 | -7% | ? | 24 | ? | -29% | 18*
Cc1ccc(CNCC(O)(c2ccccc2)c2ccc(F)cc2)cc1 (stereo unspecified) | 2% | 8% | -13 | 0% | ? | 4
CC(C)S(=O)(=O)c1csc(C(=O)NN)c1-n1cccc1 | -8% | -4% | -11 | 13% | 3% | 1
CC(C)Oc1ccc(S(=O)(=O)N2CCCCC2)cc1NC(=O)CN1C(=O)NC(C)(c2ccccc2)C1=O (stereo unspecified) | -14% | ? | -2 | ? | ? | 1
O=C(NC1CCCCC1)Oc1cc2oc(=O)sc2cc1Cl | -17% | -6% | 34 | ? | 7% | 16*
Cc1ccc(NC(=O)C2CCN(S(=O)(=O)c3c(C)n[nH]c3C)CC2)c(C)c1 | -5% | 6% | -10 | -13% | 14% | 8
Cc1cc(Br)ccc1NC(=O)CN(C)C(=O)c1cc([N+](=O)[O-])ccc1N1CCOCC1 | / | -22% | / | ? | 10% | /
COCCCNC(=O)CCc1c(C)c2cc3c(C)coc3cc2oc1=O | 4% | -21% | -1 | ? | ? | -1
CNC(=O)c1nnn(Cc2ccccc2)c1NC(C)=O | 2% | ? | 2 | 43%[activator] | 19% | -4
CCN1C(=O)S/C(=C/c2ccsc2)C1=O | 1% | 2% | 77 | / | 31%[activator] | 26
CCOC(=O)C1CCCN(c2c(NCCc3ccc(S(N)(=O)=O)cc3)c(=O)c2=O)C1 (stereo unspecified) | 0% | 21% | -8 | 9% | / | -5
O=C(COC(=O)c1nc(Cl)c(Cl)c(Cl)c1Cl)NCc1ccccc1 | / | ? | / | 28% | -2% | /
CCc1ccc(C(=O)c2oc3nc(C)cc(C)c3c2N)cc1 | -11% | ? | 51* | -22% | ? | 16
CC(NC(=O)C1CCCN(S(=O)(=O)c2cccs2)C1)c1ccccc1 (stereo unspecified) | 19% | 2% | 14 | ? | ? | 8
CC1(C)COC(c2cccn2Cc2ccccc2Cl)=N1 | 3% | 15% | 3 | 9.3µM* | 4% | 2
Oc1ccc(Br)cc1/C=N/n1c(C2CCCCC2)n[nH]c1=S | 5% | -7% | -12 | -8% | ? | 1
CC(NCc1cccc(Cl)c1Cl)C(O)c1ccccc1 (stereo unspecified) | -8% | -5% | -7 | 4.7µM* | 9.3µM* | -2
O=C(C1CC(=O)N(c2ccc(F)cc2)C1)N1CCC(c2nc3ccccc3[nH]2)CC1 (stereo unspecified) | / | 8% | / | 8.3µM* | ? | /
O=C(O)C1CCCCC1C(=O)Nc1ccc(F)cc1F (stereo unspecified) | -1% | 8% | -5 | 29% | 5% | -5
O=C(Nc1cccc(NC(=O)c2cccs2)c1)c1ccc(Br)cc1 | 1% | ? | 1 | -10% | 30% | 2
Cc1ccc2cc(C#N)c(NCc3ccccc3)nc2c1 | 4% | -2% | 3 | 4% | 10% | -2
O=C(CS(=O)CC(=O)Nc1cnc2ccccc2c1)Nc1ccc(Cl)cc1 (stereo unspecified) | -9% | -1% | -17 | 5% | 7% | -2
CCOC(=O)C(=CNc1cc(C)nn1-c1ccc(C)cc1)C(=O)OCC | 2% | ? | -33 | / | -26% | -3
COc1ccccc1-c1ccc(/C=C2\C=CC(=O)O2)o1 | -6% | -27% | 92* | 0% | 7% | 45*
O=C(O)C1CCCN1S(=O)(=O)c1cc(Cl)ccc1Cl (stereo unspecified) | -3% | 0% | -15 | ? | -16% | -5
O=C(Cc1csc(Nc2nc(=S)[nH]c3ccccc23)n1)NCc1ccc(Cl)cc1 | 7% | / | -11 | 25% | -9% | -2
CC(C(=O)Nc1ccccc1F)N1CCN(S(=O)(=O)c2ccc(C(F)(F)F)cc2)CC1 (stereo unspecified) | / | -13% | / | 0% | ? | /
Fc1cccc(NC(=S)NNc2ccccc2)c1 | ? | -6% | 45* | 68%[activator] | ? | 34*
O=C(NCCC1CCCC1)C1CCC(=O)N(CCCN2CCCC2=O)C1 (stereo unspecified) | 5% | 11% | -6 | ? | -7% | -2
CCc1ccc2nc(NC(=O)C3CSC4(C)CCC(=O)N34)sc2c1 (stereo unspecified) | / | ? | / | 152%[activator] | 59%[activator] | /
